Wnt act: activates Wnt/beta-catenin signaling in a reporter cell assay; activator, plate reader; activation, % at 9.35 µM; actives 1.2% (n = 300,000); AID 743398; in the data active = activation above about 30%, passing the limit was not always enough;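 also: 0% = neutral control wells and 100% = positive control wells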
DAGLB inh: blocks human DAGLB lipase activity; HEK293T DAGLB membrane lysate, EnzChek fluorogenic substrate; inhibition, % at 5.17 µM; actives 0.059% (n = 340,000); Q8NCG7; in the data active = inhibition above about 34%;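 also: 0% = enzyme with vehicle and 100% = wells lacking enzyme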
Target sequence (Q8NCG7 whole entry, looked up): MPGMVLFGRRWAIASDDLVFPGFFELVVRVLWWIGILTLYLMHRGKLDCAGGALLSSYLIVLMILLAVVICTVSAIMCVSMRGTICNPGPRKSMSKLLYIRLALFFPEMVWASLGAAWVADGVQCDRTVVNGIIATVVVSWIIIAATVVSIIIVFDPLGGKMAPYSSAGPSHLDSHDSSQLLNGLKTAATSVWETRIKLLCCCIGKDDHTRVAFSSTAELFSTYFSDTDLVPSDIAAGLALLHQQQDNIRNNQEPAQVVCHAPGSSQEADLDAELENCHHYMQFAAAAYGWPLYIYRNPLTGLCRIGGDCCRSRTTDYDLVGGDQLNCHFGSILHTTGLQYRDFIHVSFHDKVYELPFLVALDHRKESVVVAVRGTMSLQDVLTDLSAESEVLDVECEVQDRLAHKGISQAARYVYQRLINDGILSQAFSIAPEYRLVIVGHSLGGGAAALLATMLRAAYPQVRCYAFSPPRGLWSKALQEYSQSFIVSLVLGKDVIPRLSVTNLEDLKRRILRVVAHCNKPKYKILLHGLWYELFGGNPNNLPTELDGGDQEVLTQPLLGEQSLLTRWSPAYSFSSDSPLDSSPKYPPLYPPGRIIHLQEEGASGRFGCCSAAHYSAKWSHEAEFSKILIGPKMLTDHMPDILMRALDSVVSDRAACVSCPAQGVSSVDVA
phage Ecoli inh: E. coli growth loss with phage present; growth absorbance; inhibition, % at 11.9 µM; AID 651602; actives 0.26% (n = 360,000); in the data active = inhibition above about 11%
An asterisk follows results filed as active. A portion of the library; count on the stated rates, not on these rows.

compound	Wnt act	DAGLB inh	phage Ecoli inh
C#CCN(C[C@H]1[C@H](OC(=O)NCC2CCCCC2)[C@H](OC(=O)NCC2CCCCC2)C[C@H]2C(=O)N(c3ccccc3)C(=O)[C@@H]12)S(=O)(=O)c1ccc(C)cc1	-5.6	-2.1	3.5
CCN(CC)C(=O)C1=C(C)N(Cc2ccc(F)cc2)C(=O)C(CC(=O)NCc2ccco2)C1 (stereo unspecified)	-2.0	-0.9	0.6
O=C(CN1CCN(C(=O)CNC(=O)c2ccc(-c3ccccc3)cc2)CC1)Nc1ccccc1Cl	6.8	-13.0	2.2
COc1ccc(N2CCN(C(=O)COC(=O)c3nc(Cl)ccc3Cl)CC2)cc1	-2.2	-1.8	0.8
O=C(Nc1ccnn1C1CCN(C(=O)c2cccnc2)CC1)c1cccc(F)c1	-1.9	-1.3	1.9
O=C(C1CCCCC1)N1C[C@@H](O)[C@H](n2cc(C3CC3)nn2)C[C@@H]1c1ccccc1	0.3	-0.6	-0.9
O=C(CN1CCN(C(=O)CCC(=O)N2CCC(c3ccccc3)=N2)CC1)Nc1cccc(F)c1	-4.9	0.9	5.8
Cc1cccc(NC(=O)c2nc[nH]c2C(=O)N[C@@H](C)CO)c1	-1.2	-0.7	3.2
CCNC(=O)Nc1cc(S(=O)(=O)N2CCOCC2)ccc1N1CCCCC1	-2.1	-0.1	-1.9
CCCCCCN1C[C@@H](O)[C@H](n2cc(-c3ccc(F)cc3)nn2)C[C@@H]1c1ccc(OC)cc1	1.9	-2.3	1.5
COc1ccccc1S(=O)(=O)N(C)C[C@H]1OCc2cnnn2CCCC(=O)N([C@H](C)CO)C[C@@H]1C	-1.4	-0.5	3.6
C#CCN(C[C@@H]1[C@@H](OC(=O)Nc2c(C)noc2C)[C@@H](OC(=O)Nc2c(C)noc2C)Cn2c(=O)n(CCCCCC)c(=O)n21)S(=O)(=O)c1ccc(C)cc1	-1.6	-3.4	-1.2
COc1ccc([C@H]2N[C@]3(CCCN(Cc4ccc(Br)cc4)C3=O)[C@H]3C(=O)N(C)C(=O)[C@@H]23)cc1	-0.4	0.2	0.4
COc1ccc(CN(CCCn2cnc3c(OC)ncnc32)CCCn2cnc3c(OC)ncnc32)cc1	-0.4	-1.0	4.2
CN(Cc1ccccc1)C(=O)CN1CCN(S(=O)(=O)c2ccccc2F)CC1	-1.0	2.3	2.2
Cc1cccc(-n2cnc3cc(C(=O)NCC4CCCO4)ccc32)c1 (stereo unspecified)	-1.0	0.9	2.5
Cc1ccc(S(=O)(=O)N2C[C@H]3n4c(=O)ccc(=O)n4C[C@H](OC(=O)Nc4c(C)noc4C)[C@@]3(O)C2)cc1	-2.2	-1.7	-0.9
Cc1ccc(N2CCC3CC2c2cc(-c4ccc(C(F)(F)F)cc4)ccc23)cc1 (stereo unspecified)	-7.3	-16.7	-0.9
CCOC(=O)C1CCN(C(=O)CCn2c(=O)oc3ccccc32)CC1	1.5	-3.9	0.0
OCC[C@@H]1C[C@H](O)[C@@H](O)[C@]2(OCc3ccc4ccccc4c32)O1	1.3	-2.2	3.0
CC(=O)NC(CCc1ccc(Cl)c(Cl)c1)c1cccc(O)c(=O)c1 (stereo unspecified)	-6.2	2.3	5.0
Cc1cc(C(=O)CN2C(=O)NC(C)(c3ccc(F)c(F)c3)C2=O)c(C)n1C1CC1 (stereo unspecified)	1.7	-4.9	3.2
CC(C)(C)C(=O)OCc1ccc(C2=CC(=O)CC(C)(C)C2=O)cc1	-1.8	-7.2	-0.3
C[C@H]1CN([C@@H](C)CO)S(=O)(=O)c2ccc(Br)cc2O[C@H]1CN(C)C(=O)c1cnccn1	-2.0	-1.6	1.8
CCCCCCCCC(=O)N1C(C)CCC1C (stereo unspecified)	5.4	-2.7	0.3
C[C@@H]1CN([C@@H](C)CO)C(=O)c2cc(NC(=O)c3ccccc3)ccc2O[C@@H](C)CCCCO[C@@H]1CN(C)Cc1ccc(C(F)(F)F)cc1	-1.2	-10.4	3.6
O=C(Nc1ccccc1)C1=C(Nc2ccccc2)CSC1	-1.6	-6.4	3.6
COc1cccc(NC(=O)N(C)C[C@@H]2Oc3ncc(Br)cc3C(=O)N([C@@H](C)CO)C[C@H]2C)c1	-2.9	-0.8	2.9
C[C@H]1CN([C@@H](C)CO)C(=O)c2cc(Br)cnc2O[C@@H]1CN(C)S(=O)(=O)c1ccccc1	-1.4	-1.4	2.0
COCCCN1C(=O)C(CC(=O)NCc2ccco2)CC(C(=O)N2CCOCC2)=C1C (stereo unspecified)	-0.9	-0.9	-0.2
O=C(CCN1CCN(c2ccccc2)CC1)NNC(=O)c1ccccc1	-1.3	-0.1	1.1
CN(C1CCCCC1)S(=O)(=O)c1ccc(SCC(N)=O)nc1	-0.6	-1.7	1.4
O=C(NCc1ccccc1)C1CNCC(C(=O)NCc2ccccc2)C1 (stereo unspecified)	-0.2	1.2	3.3
COc1ccc(N2C[C@H](C)[C@@H](CC(=O)Nc3ccc(Br)cc3)C2=O)cc1	2.6	-0.3	3.5
CC(C)CN(C(=O)CSc1nc2ccccc2[nH]1)c1c(N)n(Cc2ccccc2)c(=O)[nH]c1=O	-4.9	0.7	2.6
CC1CCCN(S(=O)(=O)c2cccc(C(=O)NCCCN3CCCC3=O)c2)C1 (stereo unspecified)	-3.3	-5.1	-0.6
Cc1cccc(-c2ocnc2C(=O)Nc2ncc(C)s2)c1	2.1	-22.3	3.8
COc1ccc([C@H]2N[C@]3(CCCN(Cc4ccc(C)cc4)C3=O)[C@H]3C(=O)N(C)C(=O)[C@@H]23)cc1	-4.5	0.8	3.0
CCc1ccccc1NC(=O)CN1CCN(C(=O)c2cc(C3CC3)nn2-c2ccccc2)CC1	-4.7	-1.2	3.8
COC(=O)C[C@H]1C[C@H]2c3cc(NC(=O)NC4CCCC4)ccc3O[C@H]2[C@@H](CO)O1	-1.1	2.2	1.2

Structures above that contain an aryl thioether with sulfur outside any ring, in the order listed:
compound	Wnt act	DAGLB inh	phage Ecoli inh
CN(C1CCCCC1)S(=O)(=O)c1ccc(SCC(N)=O)nc1	-0.6	-1.7	1.4
CC(C)CN(C(=O)CSc1nc2ccccc2[nH]1)c1c(N)n(Cc2ccccc2)c(=O)[nH]c1=O	-4.9	0.7	2.6

Other compounds follow.
compound	Wnt act	DAGLB inh	phage Ecoli inh
CC(=O)Nc1ccc(S(=O)(=O)NCC(=O)OCC(=O)NCCc2ccccc2)cc1	-2.4	-5.1	3.1
Cn1c(=O)c2c(ncn2CC(=O)OCC(=O)c2ccc(OC(F)F)cc2OC(F)F)n(C)c1=O	0.8	-0.7	2.2
COc1ccccc1-c1n[nH]nc1C1=CC(=O)C[C@H](c2ccc(F)cc2)C1	-2.3	5.9	4.7
CCCCCC(=O)N1C[C@@H](O)[C@H](n2cc(C3CC3)nn2)C[C@@H]1c1ccc(C)cc1	-1.7	-3.2	0.2
O=C(c1ccco1)N1CCN(C(=O)c2cnn(-c3ccc(F)cc3)c2-n2cccc2)CC1	-1.6	0.8	2.8
Cc1cccc(NC(=O)CNC(=O)c2ccc(S(=O)(=O)NCc3ccco3)cc2)c1C	0.7	-1.2	2.9
O=C(NCCN1CCOCC1)C(=O)NCC1OCCN1S(=O)(=O)c1ccc(Cl)cc1 (stereo unspecified)	5.6	-4.0	-0.3
C[C@H](CO)N1C[C@H](C)[C@@H](CN(C)S(=O)(=O)c2ccc(F)cc2)OCc2cn(nn2)CCCC1=O	-1.2	-2.6	4.8
COc1cccc(CN(C)C(=O)C2CCCN(C(=O)c3ccc(Cl)cc3)C2)c1 (stereo unspecified)	-2.8	-3.6	2.2
C[C@H](CO)N1C[C@H](C)[C@@H](CN(C)S(=O)(=O)c2ccccc2F)OCc2cnnn2CCCC1=O	-2.2	1.4	5.1
CC(=O)N1C[C@H]2CON(C)[C@H]2C[C@H]1c1cccc(-c2cc(Cl)cc(Cl)c2)c1	-0.2	1.1	3.0
O=C1NC(Cc2ccccc2)c2nc3cc(Cl)ccc3c(=O)n2-c2ncccc21 (stereo unspecified)	-1.8	1.9	3.1
O=C(O)c1cnc2ccc(Cl)cc2n1	-0.6	-3.8	2.1
CCc1cc2c(SCC(=O)NC3CCCC3)ncnc2s1	-1.9	0.0	0.7
Cc1cccc(OCCNC(=O)c2cc(C3CC3)nc3c2cnn3C(C)C)c1	1.0	0.2	0.9
C[C@@H]1CN([C@H](C)CO)C(=O)CCCn2nncc2CO[C@H]1CN(C)S(=O)(=O)c1ccccc1F	-6.4	-3.4	1.8
COCCn1c(C)cc(C(=O)CN2C(=O)C(=O)N(CCC3=CCCCC3)C2=O)c1C	2.0	-0.8	0.0
CCc1ccc(N2CC(C(=O)Nc3ccccc3N3CCCC3)CC2=O)cc1 (stereo unspecified)	-0.2	-1.0	1.5
COc1cc(CCC(=O)Nc2cc(S(=O)(=O)N3CCOCC3)ccc2OC(C)C)cc(OC)c1OC	0.3	1.9	0.0
COc1ccc([C@H]2CN(CCc3ccccc3)C(=O)[C@@H]2CC(=O)Nc2ccccc2)cc1	-1.2	-1.3	2.3

Part of the list above, showing only DAGLB inh and phage Ecoli inh.
canonical_smiles | DAGLB inh | phage Ecoli inh
CCc1ccc(N2CC(C(=O)Nc3ccccc3N3CCCC3)CC2=O)cc1 (stereo unspecified) | -1.0 | 1.5
C[C@H](CO)N1C[C@H](C)[C@@H](CN(C)S(=O)(=O)c2ccc(F)cc2)OCc2cn(nn2)CCCC1=O | -2.6 | 4.8
CC(=O)Nc1ccc(S(=O)(=O)NCC(=O)OCC(=O)NCCc2ccccc2)cc1 | -5.1 | 3.1
CCc1cc2c(SCC(=O)NC3CCCC3)ncnc2s1 | 0.0 | 0.7
O=C(NCCN1CCOCC1)C(=O)NCC1OCCN1S(=O)(=O)c1ccc(Cl)cc1 (stereo unspecified) | -4.0 | -0.3
Cc1cccc(NC(=O)CNC(=O)c2ccc(S(=O)(=O)NCc3ccco3)cc2)c1C | -1.2 | 2.9

Next part.
compound	Wnt act	DAGLB inh	phage Ecoli inh
Nc1ccn(CCCNC2CCN(Cc3ccccc3)CC2)c(=O)n1	-1.2	-1.6	3.4
COc1ccc(CN2C(=O)C(CC(=O)NCc3ccco3)CC(C(=O)N(C(C)C)C(C)C)=C2C)cc1 (stereo unspecified)	-1.9	-2.9	3.0
COc1ccccc1N1CCN(C(=O)c2ccc3noc(-c4ccccc4)c3c2)CC1	-6.4	-3.6	0.1
CC(=O)N(CCc1ccccc1)c1ccc2c(c1)C1CC2CCN1C(=O)OCc1ccccc1 (stereo unspecified)	-3.1	-6.7	2.9
Cc1ccc(S(=O)(=O)N(C)C[C@H]2OCc3cn(nn3)CCCC(=O)N([C@@H](C)CO)C[C@@H]2C)cc1	-3.1	1.6	5.1
O=C1C=C(c2ccccc2Oc2ccccc2)C[C@@H](c2ccc(F)cc2)C1	-2.0	-6.8	-1.2
CC1(C2CC2)NC(=O)N(CC(=O)Nc2ccc(OC(F)F)cc2)C1=O (stereo unspecified)	-1.1	-2.8	5.3
NC(=O)CCC(NC(=O)OCc1ccccc1)C(=O)OCC(=O)c1ccccc1 (stereo unspecified)	3.4	-1.9	4.0
Cc1ccc(S(=O)(=O)N(C)C[C@H]2Oc3cc(Br)ccc3S(=O)(=O)N([C@H](C)CO)C[C@H]2C)cc1	-1.9	-4.2	-2.3
O=C1OCCC1=COCCCCCOC=C1CCOC1=O	4.4	0.1	3.3
COc1ccc(/C=N/NC(=O)c2nnn(-c3nonc3N)c2C)cc1OC	-3.0	1.9	-4.2
COc1cc(C(=O)COC(=O)c2ccc3c(c2)OCCO3)cc(OC)c1OC	-11.3	-1.1	4.2
C[C@@H]1CN([C@H](C)CO)C(=O)CCCn2cc(nn2)CO[C@H]1CN(C)S(=O)(=O)c1ccc2ccccc2c1	-2.3	0.3	3.8
Clc1ccc2nc(C(Cl)(Cl)Cl)[nH]c2c1	-4.5	0.4	1.6
CCN(CC)S(=O)(=O)c1ccc(N2CCOCC2)c(NC(=O)c2nn(C(C)C)c(=O)c3ccccc23)c1	-1.6	-12.1	2.5
C[C@@H]1CCCCO[C@@H](CN(C)Cc2ccc(Cl)c(Cl)c2)[C@@H](C)CN([C@H](C)CO)C(=O)c2cc(NC(=O)CCC(F)(F)F)ccc2O1	-3.4	-4.3	5.3
CCc1nnc(NC(=O)Cc2ccc(OC)c(S(=O)(=O)N3CCOCC3)c2)s1	1.5	-0.4	2.2
COc1ccc(Oc2c(OC)cc(NCc3ccc(CN)cc3)c3ncccc23)cc1	-7.9	1.9	2.1
COc1ccc(C(=O)COC(=O)C2COc3ccccc3O2)c(OC)c1 (stereo unspecified)	-2.8	-1.7	-0.3
CC1COCC(C)N1C(=O)c1cccnc1 (stereo unspecified)	-0.2	-1.9	-0.8
CN(C(=O)NC1CCCCC1)[C@H]1C[C@H]2c3[nH]c4ccccc4c3CCN2C(=O)[C@H]1CO	0.5	1.0	-0.7
Cc1ccc(CC(C)(O)CC(C)(O)Cc2ccc(C)cc2)cc1 (stereo unspecified)	-3.3	-21.6	4.0
C[C@@H]1CN([C@H](C)CO)C(=O)c2c(c3ccccc3n2C)-c2ccccc2CO[C@@H]1CN(C)Cc1ccc(O)cc1	-1.3	0.4	1.8
C[C@@H]1CN([C@H](C)CO)C(=O)c2c(c3ccccc3n2C)-c2ccccc2CO[C@@H]1CN(C)C(=O)Nc1ccccc1C(F)(F)F	-1.4	1.4	2.1

Compound activity deposited in PubChem by several laboratories.
